# Screening data (PubChem BioAssay)
# TRHR enhancer = allosteric enhancers of human TRH receptor | P34981 | TRHR cells, fluo-8 calcium fluorescence, EC20 TRH enhancement | enhancement, % at 2 µM | actives 0.66% (n = 360,000) | AID 493056; in the data active means enhancement above about 30%; further: 0% is about no effect
# Target sequence (P34981 whole entry, looked up): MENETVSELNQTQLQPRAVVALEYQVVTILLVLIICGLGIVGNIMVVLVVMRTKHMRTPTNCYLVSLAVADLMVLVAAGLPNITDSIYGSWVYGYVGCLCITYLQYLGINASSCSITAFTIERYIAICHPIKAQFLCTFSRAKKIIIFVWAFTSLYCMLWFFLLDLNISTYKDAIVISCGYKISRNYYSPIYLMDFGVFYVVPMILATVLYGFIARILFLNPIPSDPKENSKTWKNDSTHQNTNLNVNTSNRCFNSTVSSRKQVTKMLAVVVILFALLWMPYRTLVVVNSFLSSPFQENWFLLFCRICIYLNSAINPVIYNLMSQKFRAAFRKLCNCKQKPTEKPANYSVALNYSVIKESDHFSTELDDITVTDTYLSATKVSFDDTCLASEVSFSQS
#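 TRHR-expressing cells loaded with fluo-8 calcium dye were read kinetically (ex 480/em 530) during compound addition, then stimulated with an EC20 of TRH (10 nM final). Enhancement of the Gq-mediated intracellular calcium response was scored.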
# D2 antagonist = D2 dopamine receptor (human) antagonism | HEK293 TREx D2 cells, calcium flux, dopamine EC80 | inhibition, % at 10 µM | actives 2% (n = 340,000) | AID 485344; in the data active means inhibition above about 30%; further: 0% is about no effect
# Target sequence (P14416 whole entry, looked up): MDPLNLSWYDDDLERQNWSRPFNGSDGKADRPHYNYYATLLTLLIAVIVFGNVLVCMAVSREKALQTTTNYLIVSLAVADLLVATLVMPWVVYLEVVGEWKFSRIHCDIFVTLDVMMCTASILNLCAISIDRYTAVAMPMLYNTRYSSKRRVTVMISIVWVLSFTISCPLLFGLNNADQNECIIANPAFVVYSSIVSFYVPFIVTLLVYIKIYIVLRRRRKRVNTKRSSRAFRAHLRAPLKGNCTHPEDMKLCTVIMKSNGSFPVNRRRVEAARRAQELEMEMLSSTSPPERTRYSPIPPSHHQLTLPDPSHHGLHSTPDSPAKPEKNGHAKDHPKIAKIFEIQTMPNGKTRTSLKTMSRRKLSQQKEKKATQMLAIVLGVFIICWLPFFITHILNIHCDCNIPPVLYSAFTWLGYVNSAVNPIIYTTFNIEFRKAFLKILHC
#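 Tetracycline-induced HEK293 T-REx cells expressing D2 force-coupled to calcium signalling were dye-loaded, exposed to compound for 180 s, then challenged with an EC80 of dopamine; calcium flux was followed kinetically for a further 180 s.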
# TRHR agonist = TRH receptor (human) agonism; P34981; TRHR cells, calcium flux fluo-8, FDSS agonist mode; activation, % at 2 µM; actives 0.18% (n = 360,000); AID 493084; further: 0% is about no effect
#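 TRHR-expressing cells loaded with fluo-8 calcium dye; 23 nL library compound pin-transferred, kinetic FDSS fluorescence (Ex 480/Em 530) recorded about 180 s for agonist-induced calcium release, before a 10 nM TRH EC20 addition for potentiator mode.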
# D2 potentiator = positive allosteric modulators of human D2 dopamine receptor; P14416; HEK293 T-REx D2, calcium flux, EC20 dopamine potentiation; potentiation, % at 10 µM; actives 0.34% (n = 340,000);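 active means potentiation over 3 SD above the plate norm, cut at about 30% in these data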; further: 0% is about no effect
#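 Potentiation of an EC20 dopamine calcium response measured kinetically over 180 s, after a preceding 180 s compound-only read flagging agonists. Cells: inducible Hek293 Trex D2 line, 4000/well, cultured overnight at 30 C before dye loading.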
# D1 ag = activates the human D1 dopamine receptor. P21728. HEK293 T-REx D1 cells, calcium flux, agonist mode. activation, % at 2 µM. actives 1% (n = 360,000); further: 0% is about no effect
#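 Agonism was scored from calcium flux recorded over 180 s (1 read/s) after pintool compound addition, following a 10-cycle baseline. Cells were inducible force-coupled HEK293 TREx D1, plated overnight at 30 C and loaded with no-wash calcium dye.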
# RXFP1 antag = antagonists of human relaxin receptor RXFP1. activity change, negative = inhibition, % at 57.5 µM. actives 0.59% (n = 350,000). HEK293-RXFP1, relaxin-stimulated cAMP HTRF, 30 min; active compounds read low;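 active means activity change of -60% or lower, but not beyond a set lower limit; inconclusive means change between -60% and -40%, or beyond the set limit; inactive means change above -40%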; further: on the % scale 0 is the no-effect control and ±100 the full control effect
# D1 PAM = potentiators of human D1 dopamine receptor; P21728; HEK293 TREx D1 cells, calcium flux, dopamine EC20 potentiation; potentiation, % at 10 µM; actives 0.036% (n = 360,000); in the data active means potentiation above about 30%; further: 0% is about no effect
# D2 ag = agonists of human D2 dopamine receptor. activation, % at 2 µM. actives 0.53% (n = 340,000). P14416. HEK293 T-REx D2 cells, calcium flux agonist mode;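 active means activation over 3 SD above normal in the single-dose calcium agonist read, cut at about 30% in these data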; further: 0% is about no effect
#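 Agonism is scored from calcium flux in a force-coupled, inducible HEK293 cell line expressing D2, read kinetically for 180 s after compound addition against dopamine controls.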
# D1 antagonist = blocks dopamine activation of the human D1 receptor | P21728 | HEK293 TREx D1 cells, calcium flux, dopamine EC80; active compounds read low | activity change, negative = inhibition, % at 10 µM | actives 3.2% (n = 360,000) | AID 504652; in the data active means activity change below about -30%; further: on the % scale 0 is the no-effect control and ±100 the full control effect
#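 Compound effects on dopamine-evoked calcium signalling were measured in tetracycline-induced HEK293 Trex D1 cells. Dopamine at EC80 followed a 180 s compound pre-read, and fluorescence was tracked kinetically for 180 s more.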
# * = called active by the depositor; u = inconclusive; x = no result given; & = joins results of further samples. Unless noted, no stated cut-off is given here; in the data, active means activation above about 30%; inactive means the rest.
SMILES,TRHR enhancer,D2 antagonist,TRHR agonist,D2 potentiator,D1 ag,RXFP1 antag,D1 PAM,D2 ag,D1 antagonist
CCN1CCN(CC(O)COc2ccc(Cl)cc2)CC1 (stereo unspecified),-3.3,-7.3,0.5,-0.8,4.6,-13.8,-5.2,7.5,-9.4
O=C(Oc1ccc(Cl)c2cccnc12)N1CCCCCC1,-0.3,22.4,-0.3,-2.0,1.2,1.0,-9.3,-0.1,-4.9
Cc1onc(-c2c(F)cccc2Cl)c1C(=O)NC(=S)NCc1cccnc1,-4.4,-7.8,-0.6,2.8,2.7,x,-0.7,-0.5,6.9
COc1ccc(Nc2nnc(-c3ccncc3)s2)cc1Cl,1.5,11.8,-1.8,0.9,1.8,-4.4,1.1,-0.3,2.2
CCOC(=O)c1c(NC(=O)CNCC(O)CO)sc(C)c1C (stereo unspecified),9.4,0.1,-0.2,-6.6,0.7,-11.9,-2.4,-0.7,8.2
CCCNC(=S)Nc1c(C)n(C)n(-c2ccccc2)c1=O,0.4,19.3,1.0,-11.4,-0.7,-1.8,-5.2,1.0,x
O=C(N[C@@H](Cc1c[nH]c2ccccc12)C(=O)O)OCC1c2ccccc2-c2ccccc21,6.2,5.8,-0.1,-1.3,7.4,-11.1,-1.7,-0.7,-0.9
O=C(CSc1nncs1)NC1CCCCCCC1,-9.5,31.5*,2.0,12.2,3.5,1.5,-1.9,-1.1,6.9
Cc1ccc(C(=O)N/N=C/c2ccc(-c3ccccc3[N+](=O)[O-])o2)cn1,4.9,-6.3,-1.3,13.2,1.5,-19.4,-3.5,-1.1,-3.4
CC1CCCCC1N1CCN(C(=O)c2cccc(F)c2)CC1 (stereo unspecified),4.6,2.1,-1.4,3.8,2.6,8.4,-4.8,0.5,-13.7
CCc1nnc2c(NCc3ccccc3OC)nc3ccccc3n12,3.0,x,0.0,8.9,1.1,8.2,-1.2,9.9,-7.9
Cc1cc(C(F)F)n2ncc(C(=O)NCc3ccccc3C(F)(F)F)c2n1,-13.9,2.0,-0.3,9.0,6.0,2.9,8.9,1.4,15.3
Cc1cccc(NC(=S)N2CCOCC2)c1C,4.4,x,1.1,-4.6,2.3,17.7,-4.8,x,16.3
CN(C)C1(CNC(=O)C2CCN(S(=O)(=O)c3ccccc3C(F)(F)F)CC2)CCCCC1,3.6,13.5,0.5,-7.3,2.0,-11.6,-5.0,1.0,20.5
COc1ccc(-c2oc3ccccc3c2C(=O)OCc2ccc(O)cc2)cc1,-0.4,-15.4,0.7,6.4,2.4,x,-0.6,0.0,2.5
CCn1c(Cc2ccccc2)nnc1SCC(=O)Nc1nc2ccccc2s1,13.2,-12.4,0.9,10.1,0.2,-6.1,-2.8,-1.1,11.9
Cc1ccc(S(=O)(=O)N(CC(=O)Nc2ccc3c(c2)OCO3)c2ccc(C)c(Cl)c2)cc1,14.6,x,-0.9,13.1,-0.1,x,0.1,-2.1,3.4
Cc1cc(OCC(=O)Nc2ccccc2F)nc(C(C)C)n1,3.2,x,0.0,-1.3,3.6,-16.4,-0.8,x,7.4
CN(C)c1cccc(N(C)C)c1CNC(=O)NC(=O)c1c(F)cccc1F,1.1,15.7,-0.7,6.9,3.1,-4.3,5.1,-0.6,8.3
Cc1ccc(OCCCC(=O)Nc2nnc(C3CCCO3)s2)c(C)c1 (stereo unspecified),0.7,19.0,-0.1,-11.4,-0.9,2.6,0.1,0.0,6.1

# Arranged by length of the SMILES (lowest first): some entries from above
SMILES,TRHR enhancer,D2 antagonist,TRHR agonist,D2 potentiator,D1 ag,RXFP1 antag,D1 PAM,D2 ag,D1 antagonist
O=C(Oc1ccc(Cl)c2cccnc12)N1CCCCCC1,-0.3,22.4,-0.3,-2.0,1.2,1.0,-9.3,-0.1,-4.9
CC1CCCCC1N1CCN(C(=O)c2cccc(F)c2)CC1 (stereo unspecified),4.6,2.1,-1.4,3.8,2.6,8.4,-4.8,0.5,-13.7
CCCNC(=S)Nc1c(C)n(C)n(-c2ccccc2)c1=O,0.4,19.3,1.0,-11.4,-0.7,-1.8,-5.2,1.0,x
CN(C)c1cccc(N(C)C)c1CNC(=O)NC(=O)c1c(F)cccc1F,1.1,15.7,-0.7,6.9,3.1,-4.3,5.1,-0.6,8.3
Cc1ccc(C(=O)N/N=C/c2ccc(-c3ccccc3[N+](=O)[O-])o2)cn1,4.9,-6.3,-1.3,13.2,1.5,-19.4,-3.5,-1.1,-3.4
CN(C)C1(CNC(=O)C2CCN(S(=O)(=O)c3ccccc3C(F)(F)F)CC2)CCCCC1,3.6,13.5,0.5,-7.3,2.0,-11.6,-5.0,1.0,20.5

# Later entries:
SMILES,TRHR enhancer,D2 antagonist,TRHR agonist,D2 potentiator,D1 ag,RXFP1 antag,D1 PAM,D2 ag,D1 antagonist
CC1=C[C@@H](C)[C@@H](c2ccc(C(F)(F)F)cc2)OC1=O,6.8,x,-0.1,x,2.6,x,-1.5,x,-9.2
CC(C)NC(=O)CN1C(=O)c2cccnc2Sc2ccccc21,-4.9,x,0.1,7.3,0.8,-9.6,0.1,1.5,4.1
COc1ccc(-c2nnc(Nc3nc4c(OC)cccc4s3)o2)c(OC)c1,-3.5,x,-0.3,x,-2.3,19.7,-0.1,x,1.5
COc1ccc(CCNC(=O)COC(=O)c2cnccn2)cc1,19.1,-8.7,0.3,-17.7,0.8,4.7,-3.5,-0.6,-12.0
CCn1c(SCC(=O)NCc2ccccc2)nc2nc3c(cc2c1=O)CCCC3,9.7,x,-1.2,-2.0,0.4,-14.0,-5.5,x,-1.4
CN(c1ccccc1)S(=O)(=O)c1cccc(C(=O)NNC(=O)c2ccccc2)c1,4.2,-7.1,0.6,3.5,8.5,-12.0,-4.2,0.7,-12.9
COCCNC(=O)C(c1ccc(F)cc1)N(Cc1ccco1)C(=O)CCC(=O)Nc1nccs1 (stereo unspecified),0.5,1.0,0.3,4.8,2.5,-4.9,3.5,0.8,6.3
CCOC(=O)C1CCCN(c2c(C(=O)c3ccc(OCC)cc3)cnc3ccccc23)C1 (stereo unspecified),6.3,x,-0.2,6.8,-0.1,-27.7,-4.2,-0.6,-4.6
CN1CCN(C(=O)c2cnn3c(C(F)(F)F)cc(-c4ccc5c(c4)OCO5)nc23)CC1,0.8,-9.3,-0.8,10.2,0.0,1.3,1.6,-1.2,-10.0
COc1cc(CN2CCNC(=O)C2CC(=O)N2CCCO2)cc(OC)c1 (stereo unspecified),11.1,-6.6,0.4,6.1,3.5,8.2,0.3,-0.6,16.9
CCOC(=O)C1(Cc2cccc(OC)c2)CCN(Cc2ccc(OC)c(O)c2)CC1,2.8,x,-0.7,-7.7,8.0,2.5,-3.8,x,9.5
NCCCn1c(C(=O)c2ccc(Cl)cc2)c2ccc(C(F)(F)F)cc2[n+]1[O-],8.6,4.0,0.2,-16.7,19.9,x,3.3,2.2,20.4
CN1C(=O)c2cccc3c(S(=O)(=O)N(C)C)ccc1c23,0.8,-9.3,-1.7,1.0,3.3,7.4,0.5,-1.4,14.0
Cc1nc2ccc(S(=O)(=O)N(C)CC(=O)N3CCc4ccccc43)cc2s1,-2.8,-1.2,-0.8,-0.1,-1.1,0.7,-1.5,-1.2,-0.6
O=C(CN1CCCN(Cc2ccc(F)cc2Cl)C1=O)NC1CCCC1,11.3,7.0,0.0,x,-0.2,-5.5,5.5,-0.5,-7.3
CCCNC(=O)c1ccccc1C(=O)NCCC,0.4,11.9,0.4,-1.7,2.0,-3.4,-1.7,0.2,1.8
O=C(NNC(=S)NC(=O)c1cccs1)c1ccc(NC(=O)c2ccccc2)cc1,22.1,8.2,0.1,6.0,4.8,-18.3,1.0,0.3,2.3
Clc1ccc(SCCOCCN2CCCCCC2)cc1,-11.6,15.3,0.2,-19.0,5.7,-2.1,-6.5,0.3,-16.3
O=c1cc(NC2CCCCC2)c2ccccc2o1,-4.2,-1.9,-0.7,-12.9,-0.9,-6.3,0.4,-0.3,-5.4
COc1ccc(NC(=O)CCNS(=O)(=O)c2ccc(Cl)c([N+](=O)[O-])c2)cc1S(N)(=O)=O,12.1,6.6,-0.2,-0.7,6.0,-26.0,x,-2.1,11.2
CCOC(=O)c1ccccc1NC(=O)CSc1nc2ccncc2[nH]1,2.5&1.4,-2.5,-0.3&-1.0,13.6&6.6,0.7&1.5,26.6,-7.1&-1.9,-0.5&0.4,-11.2&-4.9
COC(=O)Cc1cc(=O)n(-c2ccccc2)[nH]1,8.8,-26.6,3.3,1.0,11.6,16.3,3.8,0.7,10.1
COc1ccc(C(=O)N/C(=C\c2ccccc2)C(=O)Nc2ccc(C(=O)O)cc2)cc1,-2.9,15.9,0.8,-2.9,1.7,-2.6,-1.9,0.0,1.5
O=c1[nH]c2ccc(S(=O)(=O)Nc3ccc(Cl)cc3)cc2[nH]1,2.9,-10.3,0.5,-5.7,-4.4,1.4,-0.1,1.6,-8.9
COc1ccc(CCNC2=C(Cl)C(=O)N(CCc3ccccc3)C2=O)cc1OC,-7.8,-1.8,0.0,-7.7,0.8,-4.9,2.4,0.2,-5.3
CCc1noc(C)c1C(=O)N(CCOC)c1c(N)n(CC(C)C)c(=O)[nH]c1=O,3.6,-1.4,0.0,7.0,3.1,2.7,3.4,1.1,4.9
CCOC(=O)C1CN(S(=O)(=O)c2ccccc2)c2cc(S(=O)(=O)CC)ccc2O1 (stereo unspecified),3.9,-10.9,-0.1,3.7,2.9,-5.2,-0.1,0.2,6.9
Cc1ccc(S(=O)(=O)NNC(=O)c2ccccc2O)cc1,-0.1,-1.1,-0.1,-4.1,2.6,-1.3,2.7,1.0,-16.3
CCC(C)C(NC(=O)CCC(=O)OCC(=O)[C@@]1(O)CCC2[C@@H]3CCC4=CC(=O)C=C[C@]4(C)C3[C@@H](O)C[C@@]21C)C(=O)O (stereo partly specified),-19.6,2.5,0.2,-5.5,1.1,9.1,-7.5,1.7,-9.0
COC(=O)C(c1ccccc1)C1(O)CC(C)N(C)CC1C (stereo unspecified),2.6,4.2,-0.1,0.7,-0.7,1.6,1.1,1.3,7.5
COC(=O)c1ccc(NS(=O)(=O)c2cc3c4c(c2)CCC(=O)N4CCC3)cc1,4.8,-5.2,-0.4,13.4,11.6,-6.4,-11.4,0.1,-9.9
CSc1ccc(CCNC(=O)c2ccc(CS(=O)Cc3ccc(Cl)cc3)o2)cc1 (stereo unspecified),-12.9&-27.6,-8.8,0.4&-1.0,-0.6&3.5,7.1&4.3,0.9&-26.7,-4.6&-3.7,-0.9&-0.7,-14.2&-6.3
Cc1ccc(S(=O)(=O)n2nc(OC(=O)c3cccc(F)c3)cc2N)cc1,-4.6,-5.6,1.1,-3.6,15.7,13.5,7.1,3.9,-14.6
CC(C)CCN=CC1=C(O)CC(c2ccccc2)CC1=O (stereo unspecified),1.7,3.0,-1.3,-0.6,4.0,1.1,-2.1,1.0,12.8
O=C(COc1ccccc1Br)N1CCNC1=O,-7.7,-2.1,0.2,3.2,2.9,u,-6.1,0.8,-17.5
